# procasp7 counter: counter-screen: procaspase-7 (human) activation | P55210 | recombinant procaspase-7, Ac-DEVD-pNA absorbance 405 nm; D23A/D198A/D206A triple mutant, cannot self-cleave; scale: DMSO 0, 5 µM enzyme 100 | activation, % at 8.5 µM | 330,000 tested, 0.093% active | AID 463210;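 active = percent activation above the screen-wide mean plus 3 SD, cut at about 25% in these data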
#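 System: Uncleavable procaspase-7 mutant enzyme; Amount: 2 µM procaspase-7 mutant as dispensed; Schedule: 1 h compound preincubation, 2 h substrate cleavage, 25 °C; Measured by: 405 nm absorbance of p-nitroaniline; Evaluation: percent activation from buffer-corrected 0–120 min absorbance change; Control set: low DMSO alone, high DMSO plus 5 µM PC-7.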
# JMJD2C inh: inhibitors of human GASC-1 (JMJD2C) demethylase; Q9H3R0; GST-JMJD2C(1-420) H3K9me3 demethylation, DELFIA europium; inhibition, % at 2.35 µM; 330,000 tested, 0.069% active; AID 2099;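 active = more than half of a compound's replicate wells show inhibition beyond 50%, single wells judged on their own value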;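 note: signal counts dimethyl H3K9 product captured on neutravidin plate; 0% = median of DMSO wells and 100% = 0.3 times that DMSO median; strong numbers were not always called active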
# LAP4-GFP MLPCN: alters LAP4-GFP fluorescence in TOR pathway yeast screen; S. cerevisiae LAP4-GFP multiplex, flow cytometry GFP, 3 h; median GFP as percent of DMSO wells; GFP response vs DMSO, % at 10 µM; 320,000 tested, 0.34% active; AID 2023;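 active = GFP response vs DMSO above a set limit, about the screen mean plus 3 SD, cut at about 150% in these data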
# Yeast superoxide: yeast age-related superoxide inhibition as caloric restriction mimetic; AID 2690; 330,000 tested, 0.18% active; S. cerevisiae aged cells, superoxide DHE fluorescence; hits give low values; superoxide response (% of plate mean), % at 10 µM;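 active = superoxide response under a set limit, about three screen SD below normal, cut at about 65% in these data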;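 note: yeast aged for seven days with compound at 30 °C before DHE staining; 100% = average MFI of all compound-treated wells on the plate with controls excluded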
# RPL19A TOR yeast: alters RPL19A-GFP fluorescence in TOR pathway yeast screen; S. cerevisiae RPL19A-GFP strain, flow cytometry, 3 h; hits give low values; percent response vs DMSO, % at 10 µM; 330,000 tested, 0.3% active;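 active = percent response vs DMSO below 50%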;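 note: median channel GFP fluorescence of the barcoded RPL19A-GFP strain; ratio of sample median GFP to plate DMSO average so 100% = DMSO; lower means less RPL19A-GFP as with rapamycin TOR inhibition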
# procasp3 activ: activates human procaspase-3; P42574; recombinant procaspase-3 D3A, Ac-DEVD-pNA absorbance 405 nm; activation, % at 8.5 µM; 330,000 tested, 0.11% active; AID 463141;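 active = activation above the mean of all tested compounds plus 3 SD, cut at about 21% in these data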;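 note: 0% = DMSO alone and 100% = DMSO wells spiked with extra 5 µM PC-3 D3A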
#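 Test system: Procaspase-3 D3A mutant, all three cleavage aspartates alanine | Dosing: Single dose, 8.5 µM nominal compound, 0.8% DMSO | Schedule: 1 h preincubation, 2 h reaction | Technique: 405 nm absorbance of p-nitroaniline, reads at 0 and 120 min | Repeats: One well per compound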
# AHR activator: human AHR activation; P35869; AHR-responsive luciferase reporter cells, luminescence; activation, % at 5 µM; 320,000 tested, 2.5% active; in the data active = activation above about 47%;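 note: 0% = vehicle wells and 100% = reference agonist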
# Target sequence (P35869 whole entry, looked up): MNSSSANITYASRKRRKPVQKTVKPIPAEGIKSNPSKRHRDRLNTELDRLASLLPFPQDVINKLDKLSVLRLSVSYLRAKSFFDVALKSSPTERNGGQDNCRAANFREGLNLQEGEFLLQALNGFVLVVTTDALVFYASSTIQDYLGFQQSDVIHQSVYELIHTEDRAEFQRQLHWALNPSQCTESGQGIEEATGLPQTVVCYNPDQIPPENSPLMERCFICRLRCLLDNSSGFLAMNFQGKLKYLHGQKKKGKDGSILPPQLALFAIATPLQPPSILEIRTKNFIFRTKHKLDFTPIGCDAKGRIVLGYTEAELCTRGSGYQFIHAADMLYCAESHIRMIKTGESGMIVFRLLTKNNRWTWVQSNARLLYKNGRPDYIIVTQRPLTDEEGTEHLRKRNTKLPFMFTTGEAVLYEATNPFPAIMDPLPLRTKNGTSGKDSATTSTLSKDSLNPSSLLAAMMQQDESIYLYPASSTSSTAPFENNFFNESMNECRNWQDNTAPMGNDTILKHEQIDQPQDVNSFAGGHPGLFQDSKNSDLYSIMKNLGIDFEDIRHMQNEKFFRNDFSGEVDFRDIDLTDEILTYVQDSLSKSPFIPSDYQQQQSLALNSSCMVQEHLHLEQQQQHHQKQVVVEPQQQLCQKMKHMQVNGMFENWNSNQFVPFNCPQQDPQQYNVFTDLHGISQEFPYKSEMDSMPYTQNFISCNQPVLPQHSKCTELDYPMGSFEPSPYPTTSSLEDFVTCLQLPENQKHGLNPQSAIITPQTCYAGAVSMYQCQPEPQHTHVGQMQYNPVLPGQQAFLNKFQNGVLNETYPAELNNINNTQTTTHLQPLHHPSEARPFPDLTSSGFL
# MEP2-GFP yeast: modulators of TOR pathway MEP2-GFP in S. cerevisiae. S. cerevisiae MEP2-GFP strain, flow cytometry GFP, 3 h; 100% = DMSO control level. GFP response vs DMSO, % at 10 µM. 330,000 tested, 0.51% active. AID 2016;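 active = GFP response versus DMSO above a set limit, roughly screen mean plus 3 SD, cut at about 180% in these data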;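 note: median GFP fluorescence of the barcode-gated MEP2-GFP cells per well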
# Numbers without * were called inactive; nt = not tested or not shown; & = joins results of further samples; [ ] = another dose, or the depositor's remark. Some of the compounds tested, so the mix of outcomes need not match the whole.
SMILES,procasp7 counter,JMJD2C inh,LAP4-GFP MLPCN,Yeast superoxide,RPL19A TOR yeast,procasp3 activ,AHR activator,MEP2-GFP yeast
CC1=CC(=O)C2=C(C)C[C@H](O)[C@@H]3[C@H](OC(=O)[C@H]3C)[C@@H]12,3,nt,97[may fluoresce violet],96,43*[may fluoresce violet],5,-2,196*[may fluoresce violet]
O=C1C(=O)c2ccccc2-c2ccccc21,-9,-21&6,105,78,95,-2,23,99
CCOC(=O)c1cc(C)n(CCc2cnc[nH]2)c1C,8,-1,104,89,100,3,9,106
COC(=O)C1=C(c2cccc3c2S(=O)(=O)c2ccccc2-3)C[C@@H]2CC[C@H]1N2C(=O)N1CCOCC1,-3,-3,99,99,96,0,1,90
COc1ccc(NC(=O)CN2C3CCC2CC(O)(c2cccnc2)C3)cc1OC (stereo not given),-3,-13,101,104,101,-1,14,105
CCOc1ccc(N=Cc2c(O)n(-c3ccc(C)c(C)c3)c(=O)[nH]c2=O)cc1,-2,-3,105,101,98,-10,-5,104
Nc1c(Cl)cc([N+](=O)[O-])cc1Cl,5,7,89,99,103,0,-3,103
CCCCn1c(O)c(C=NCCCN(CC)CC)c(=O)[nH]c1=O,10,30,107,88,106,5,3,106
CCn1cc(CN2CCCC(C(=O)c3sccc3C)C2)cn1 (stereo not given),11,-7,99,110,98,3,3,95
CC(=O)c1c(C)n(C2CCCCC2)c2ccc(O)cc12,-3,8,118,100,111,5,7,108
C=COCCn1c(C)c(C(=O)OCC)c2cc(O)ccc21,8,-4,102,111,107,-1,20,106
Cc1ccccc1-c1nc(CS(=O)CC(=O)N2CCC3(CC2)OCCO3)c(C)o1 (stereo not given),-25,9,93,87,102,-7,6,101
CCOC(=O)c1cc(C(O)(C(=O)OC)C(F)(F)F)c(/N=C/N(C)C)o1 (stereo not given),3,10,90,100,93,2,-1,94
CCN(CC)CCCN=C(C)c1c(O)n(C2CCCCC2)c(=O)[nH]c1=O,-2,-4,97,94,101,-2,0,102
CCN(CC)C1=NC(=[N+](CC)CC)c2ccccc21,7,4,103,75,102,3,-1,105
Cc1cccc(N/N=C/c2c(O)[nH]c(=S)[nH]c2=O)c1,-22,2,nt,nt,nt,-1,4,nt
C=CCN1C(=O)/C(=C\c2ccc(N3CCOCC3)o2)C(=O)NC1=S,-4,2,89,90,99,-4,3,95
CCn1c(O)c(C(c2ccccn2)c2c(O)n(CC)c(=S)[nH]c2=O)c(=O)[nH]c1=S,-29,2,101,102,101,-13,8,106
O=C(Cn1cc(C(=O)c2ccccc2F)c2ccccc21)NCc1ccco1,-1,6,96,115,96,-9,2,98
N=C1c2ccccc2CN1NC(=O)c1ccc(Br)cc1,3,11,98,100,99,-7,14,104
COc1ccc(C2NCCc3[nH]cnc32)cc1 (stereo not given),-4,-5,107,99,106,-9,-1,118
CC(=NCCC1=CCCCC1)c1c(O)n(C)c(=O)n(C)c1=O,3,-10,108,101,98,-3,-2,96
COc1cc(OC)c(OC)cc1CN1CCN(C(=O)Cc2ccccc2)CC1,1,4,103,100,106,7,-1,107
COC1CC(OC2CCC3(C)C(CCC4C3CCC3(C)C(C5=CC(=O)OC5)C(OC(C)=O)CC43O)C2)OC(C)C1OC1OC(COC2OC(CO)C(O)C(O)C2O)C(O)C(O)C1O (stereo not given),9,8,101,96,96,9,1,108
CCCCC/C(=N/O)c1c(C)[nH]c2ccccc12,3,1,115,114,101,0,3,103
Cc1nn(Cc2ccccc2)c(Cl)c1C(=O)OCC(=O)N1CCCC1,-2,9,110,100,97,-3,1,95
Cc1c(C(=O)N2CCC3(CC2)OCCO3)oc2ccc(S(=O)(=O)N3CCOCC3)cc12,-5,-5&-1,93,92,100,4,0,101
COC(=O)C1=C(c2ccccc2)C[C@@H]2CC[C@H]1N2C(=O)NCc1cccc2ccccc12,0,0,94,105,100,1,1,99
C[C@](N)(CCP(=O)(O)O)C(=O)O,5,nt,105,113,103,-6,-3,99
CCC1(OC(=O)CN)C(=O)OCc2c1cc1n(c2=O)Cc2cc3ccccc3nc2-1 (stereo not given),-88,-6,94,100,101,-84,-2,98
CCCCN1C(=O)/C(=C/c2ccc(N3CCCCCC3)cc2)C(=O)NC1=S,-13,-1,103,94,115,-18,4,102
CCCOc1ccccc1C1SCC(=O)Nc2c1c(=O)[nH]n2C(C)CCC (stereo not given),-7,-3,93,106,96,-9,3,106
CC(=NCC1CCCO1)c1c(O)n(C2CCCCC2)c(=O)[nH]c1=O (stereo not given),8,5,101,96,100,2,-5,93
Cc1cc(C(=O)NP(=O)(N2CCOCC2)N2CCOCC2)c(C)n1C1CC1,13,22,95,123,109,5,8,118
CCOc1cccc(OCC)c2c(C)[n+](CC3CCCO3)c(C)c1-2 (stereo not given),-12,2,97,104,95,-6,1,101
Cc1c(C)c2ccc(OCC(=O)N3C[C@H]4C[C@@H](C3)c3cccc(=O)n3C4)c(C)c2oc1=O,10,-12,99,97,95,0,-2,102
Cc1nn(Cc2ccccc2)c(C)c1C=C1C(=O)NC(=O)NC1=O,-18,-5,98,112,103,-4,-1,102
Cc1nn(Cc2ccccc2)c(Cl)c1C(=O)O,-4,47,97,95,97,-4,1,95
N[C@@]1(C(=O)O)CC[C@@H](C(=O)O)C1,8,nt,100,105,102,0,-1,97
CC(C)OCC(O)CN1CC2C[C@@H](C1)Cn1c2cccc1=O (stereo not given in full),9,-25,95,97,99,2,1,105
COc1ccc(N2C(=O)CC(N3CCC(n4c(=O)[nH]c5ccccc54)CC3)C2=O)cc1 (stereo not given),-27,-34,111,96,102,-21,-5,109
O=c1c2ccc(Cl)cc2[nH]c(=S)n1-c1cccnc1,-1,-3,104,116,98,-1,34,102
O=C1NC(=O)C(=CN2CCc3ccccc32)C(=O)N1,-4,11,101,103,105,-5,17,103
CCOC(=O)c1c(-n2c(C)cc(/C=C3/C(=O)NC(=O)N(CC)C3=O)c2C)sc2c1CCCC2,-3,-6,nt,106,96,-12,-2,98
COc1ccc(-c2nn(Cc3ccccc3)cc2C(=O)NC2CC2)cc1OC,11,-1,96,87,96,10,2,93
O=C1NC(=S)N(c2ccc(Br)cc2)C(=O)/C1=C/N1CCN(C(=O)c2ccco2)CC1,-8,3,96,129,102,-3,9,104
CCCCCn1c(=O)c(C(=O)Nc2nc3ccccc3[nH]2)c(O)c2ccccc21,2,-2,111,92,98,7,0,98
C=Cc1ccc(Cn2c(C(=O)O)c(C=O)c3ccccc32)cc1,2,-5,91,111,96,0,4,105
C1=C(CCNCc2ccccc2)CCCC1,-11,-3,94,98,96,2,-3,88
CCN(CC)CCCN=Cc1c(O)n(CCc2ccc(OC)c(OC)c2)c(=O)[nH]c1=O,0,8,102,102,103,-2,-2,96
COC(=O)c1ccccc1-n1c(C)nc2ccccc2c1=O,-2,nt,100,101,98,3,-2,105
CN1C(=O)/C(=C\c2ccc(N3CCCCCC3)cc2)C(=O)NC1=S,-15,4,129,101,96,0,-2,85
Cc1cccc(NC(=O)N2C[C@H]3C[C@@H](C2)c2cccc(=O)n2C3)c1,2,nt,105,100,103,3,1,103
CN1CCN(c2ncnc3nc[nH]c23)CC1,12,1,94,95,101,7,0,103
CCCN(CC1CC1)CC(O)c1ccccc1 (stereo not given),-8,5,94,106,105,-7,1,104
CCN1c2nc3ccccn3c(=O)c2CC2(C(=O)N(C)C(=O)N(C)C2=O)C1C (stereo not given),16,4,106,94,102,5,-4,94
O=C(c1cc(S(=O)(=O)N2CCOCC2)ccc1F)N1CCC2(CC1)OCCO2,-11,4,103,96,102,3,-1,91
O=[N+]([O-])c1ccc(Cl)c([N+](=O)[O-])c1,-5,nt,128,101,96,-9,-4,105
COC(=O)C1=C(c2ccc(S(C)(=O)=O)cc2)C[C@@H]2CC[C@H]1N2C(=O)NC1CCCCC1,3,-6,123,105,102,7,-3,94
O=c1[nH]c(=S)n(C2CCCCC2)c(O)c1/C=N/N1CCOCC1,4,15,106,99,96,-7,0,104

# Some of the entries above in a different format.
Structure	procasp7 counter	JMJD2C inh	LAP4-GFP MLPCN	Yeast superoxide	RPL19A TOR yeast	procasp3 activ	AHR activator	MEP2-GFP yeast
C1=C(CCNCc2ccccc2)CCCC1	-11	-3	94	98	96	2	-3	88
CCN(CC)CCCN=Cc1c(O)n(CCc2ccc(OC)c(OC)c2)c(=O)[nH]c1=O	0	8	102	102	103	-2	-2	96

# 6 entries already listed, sorted by length of the SMILES, smallest number first:
SMILES,procasp7 counter,JMJD2C inh,LAP4-GFP MLPCN,Yeast superoxide,RPL19A TOR yeast,procasp3 activ,AHR activator,MEP2-GFP yeast
CN1CCN(c2ncnc3nc[nH]c23)CC1,12,1,94,95,101,7,0,103
O=[N+]([O-])c1ccc(Cl)c([N+](=O)[O-])c1,-5,nt,128,101,96,-9,-4,105
C=Cc1ccc(Cn2c(C(=O)O)c(C=O)c3ccccc32)cc1,2,-5,91,111,96,0,4,105
CN1C(=O)/C(=C\c2ccc(N3CCCCCC3)cc2)C(=O)NC1=S,-15,4,129,101,96,0,-2,85
Cc1cccc(NC(=O)N2C[C@H]3C[C@@H](C2)c2cccc(=O)n2C3)c1,2,nt,105,100,103,3,1,103
COC(=O)C1=C(c2ccc(S(C)(=O)=O)cc2)C[C@@H]2CC[C@H]1N2C(=O)NC1CCCCC1,3,-6,123,105,102,7,-3,94

# Other records.
SMILES,procasp7 counter,JMJD2C inh,LAP4-GFP MLPCN,Yeast superoxide,RPL19A TOR yeast,procasp3 activ,AHR activator,MEP2-GFP yeast
CN1CCN(CCC(=O)OC2CC3CCC(C2)N3C)CC1 (stereo not given),12,2,91,93,104,1,3,93
COc1ccc(C(=O)CN2CCOCC2)cc1F,7,-3,100,97,nt,-2,2,106
CC(C)CCC1(CN2CCCC2=O)C(=O)NC(=O)NC1=O,4,-7,96,103,106,6,-2,102
Cc1c(CCN)ccc2c1[nH]c1ccccc12,-20,-9,93,65*,101,-1,92*,108
O=C1NC(=S)NC(=O)C1C/C=C/c1ccccc1,-16,nt,98,99,95,-6,-4,96
CC/C(=N\NC(=O)c1ccccc1)c1c(O)n(C2CCCCC2)c(=O)[nH]c1=O,-17,5,106,100,95,-4,6,93
Cc1cc(C(=O)N2CCC3(CC2)OCCO3)cs1,-2,5,102,86,100,-7,0,103
CCN(CC)CC(=O)Nc1ccc(Cl)cc1C(=O)c1ccccc1,20,0,95,96,99,8,5,98
O=C(NCc1ccccc1)c1cccn(Cc2cccc(Cl)c2)c1=O,-4,2,90,90,104,2,4,99
c1ccc2c(CN3CCCCC3)c[nH]c2c1,5,1,119,107,105,4,13,96
COC(=O)C1=C(c2ccc(C(C)=O)cc2)C[C@@H]2CC[C@H]1N2C(=O)NCCOc1ccccc1Cl,9,3,112,70,100,3,0,102
CCC1CN(C)CCC1(OC(C)=O)c1ccccc1 (stereo not given),10,16,109,99,100,6,-1,96
CCc1ccccc1N1C(=O)CC(=O)NC1=O,-15,46,98,89,98,-6,-1,90

# Assay outcomes from PubChem BioAssay.
